Screening data deposited in PubChem BioAssay by several laboratories.
Rac1 GTP hydrolysis – MgcRacGAP GTPase-activating activity inhibitors, confirmation, biochemical, ADP Hunter fluorescence | one-dose inhibition, % at 30 µM; IC50 in µM for titrated hits | MgcRacGAP-stimulated Rac1 GTP hydrolysis, ADP Hunter fluorescence; higher % means a stronger effect; GST-tagged Rac1 F28L mutant substrate | hit rate 0.6% among 340,000 | AID 624330, 2012 | Rac GTPase-activating protein 1 (Homo sapiens);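 active means first-screen hits whose inhibition reached a set limit at any dose in the follow-up dose series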;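 further: fluorescence reports GDP produced by GAP-driven GTP hydrolysis; strong numbers were not always called active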
GPR35 antagonists – GPR35 antagonists blocking zaprinast-driven arrestin recruitment, primary screen, imaging, U2OS, beta-arrestin-GFP, zaprinast agonist (AID 2058) | U2OS GPR35 beta-arrestin-GFP translocation imaging, zaprinast antagonism; higher % means a stronger effect | one-dose inhibition, % at 10 µM; IC50 in µM for titrated hits | hit rate 0.052% among 290,000;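 active means inhibition of at least 50% with at least 30 cells and total cytoplasm GFP at most 10,000,000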
NOD1 inhibition – NOD1 signaling inhibitors, primary screen, cell-based, luminescence, uHTS (AID 1578) | NOD1-driven NF-kB luciferase reporter cells, luminescence; higher % means a stronger effect | inhibition, % at 4 µM, or EC50 in µM where a hit was titrated | hit rate 1% among 290,000; in the data active means inhibition mostly above about 36%, no sharp cut-off; inactive means mostly below about 34%;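 further: HEK-293T reporter cells stimulated with the NOD1 agonist gamma-tri-DAP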
NTR1 ag – agonists of NTR1, primary screen, imaging, U2OS cells, beta-arrestin-GFP, high content (AID 493036); NTR1-U2OS beta-arrestin-GFP spot imaging, agonist mode; hit rate 0.17% among 330,000; activation, % at 20 µM; Neurotensin receptor type 1 (Homo sapiens), P30989;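 active means activation at or above 40% of the spot to cytoplasm intensity ratio, with at least 20 cells analyzed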;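 further: 0% = DMSO without peptide and 100% = 100 nM NTR1 peptide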
Target sequence (P30989 whole entry, looked up): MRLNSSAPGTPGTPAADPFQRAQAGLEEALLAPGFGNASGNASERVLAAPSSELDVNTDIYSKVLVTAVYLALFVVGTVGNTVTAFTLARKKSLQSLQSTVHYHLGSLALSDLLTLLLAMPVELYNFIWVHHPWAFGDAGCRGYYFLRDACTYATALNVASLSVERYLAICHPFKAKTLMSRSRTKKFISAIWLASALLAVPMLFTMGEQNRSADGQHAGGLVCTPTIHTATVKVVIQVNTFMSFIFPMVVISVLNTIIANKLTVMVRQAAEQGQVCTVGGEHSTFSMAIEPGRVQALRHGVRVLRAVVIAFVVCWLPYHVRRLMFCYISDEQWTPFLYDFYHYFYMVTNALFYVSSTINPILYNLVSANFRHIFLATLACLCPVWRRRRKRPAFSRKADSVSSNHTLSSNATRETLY
K1F lysis inhibition – inhibition of K1F phage lysis, E. coli UTI89, bacterial capsule biogenesis inhibitors, alamar blue (AID 488966) | E. coli UTI89 K1F phage lysis, alamar blue, 2 h; higher % means a stronger effect | inhibition, % at 100 µM, or IC50 in µM where a hit was titrated | hit rate 0.02% among 340,000;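 active means phage lysis inhibition, versus mean bacterial control, above a set limit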;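 further: capsule biogenesis inhibitors block K1F phage lysis so surviving cells raise fluorescence; higher fluorescence means more inhibition of phage lysis; actives were called in the ten point dose series up to 300 µM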
KOR beta-arrestin-1 – KOR antagonists, beta-arrestin recruitment, cell-based, luminescence, uHTS (AID 1778); KOR beta-arrestin recruitment, luminescence, antagonist mode; higher % means a stronger effect; one-dose inhibition, % at 10 µM; IC50 in µM for titrated hits; hit rate 0.091% among 290,000; in the data active means inhibition above about 50%; further: strong numbers were not always called active
GPR55 activation – GPR55 agonists via beta-arrestin recruitment, primary screen, imaging, U2OS cells, beta-arrestin-GFP redistribution (AID 1961); G-protein coupled receptor 55 (Homo sapiens); U2OS GPR55 beta-arrestin-GFP redistribution imaging; higher % means a stronger effect; one-dose activation, % at 10 µM; EC50 in µM for titrated hits; hit rate 0.048% among 290,000;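 active means activation above 40% with more than 50 cells counted in the well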;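 further: U2OS osteosarcoma cells stably expressing GPR55 and beta-arrestin-GFP; plate controls were DMSO negative control for no effect and LPI positive control for full effect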
KOR beta-arrestin-2 – KOR agonists, beta-arrestin recruitment, primary screen, cell-based, luminescence, uHTS (AID 1777) | hit rate 0.02% among 280,000 | Kappa-type opioid receptor (Homo sapiens) | KOR beta-arrestin recruitment, luminescence; higher % means a stronger effect | activation, % at 10 µM, or EC50 in µM where a hit was titrated; in the data active means activation above about 50%, passing the limit was not always enough; further: a part of the inactive calls stands beside numbers as strong as those of hits
GPR55 antagonists – GPR55 antagonists blocking LPI-driven arrestin recruitment, primary screen, imaging, U2OS, beta-arrestin-GFP, LPI agonist (AID 2013). G-protein coupled receptor 55 (Homo sapiens). U2OS GPR55 beta-arrestin-GFP translocation imaging, LPI antagonism; higher % means a stronger effect. inhibition, % at 10 µM; hits with a dose series show IC50 in µM. hit rate 0.13% among 290,000;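 active means spots per cell inhibited over 60%, with over 100 cells counted and total cytoplasm intensity under 500,000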;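 further: U2OS cells stably carrying GPR55 and arrestin-GFP stimulated by 5 µM LPI near EC80; imaged beta-arrestin-GFP aggregate spots per cell after agonist stimulation; plate controls were LPI-stimulated DMSO wells for no effect and DMSO wells without LPI for full effect; some results filed as inactive read as strong as hits; confirmed hits need IC50 under 10 µM and bright autofluorescent wells are also inconclusive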
NTR1 ag cell count 20 µM – second read-out of NTR1 ag, no call of its own (marks repeat the call); cell count; measured here: cell count, cytotoxicity flag
An asterisk follows results filed as active; i = inactive; x = no result given; [ ] = remark or other dose. These rows are one share of the data; the hit share may differ from the screen's.

Values run as follows: Rac1 GTP hydrolysis	GPR35 antagonists	NOD1 inhibition	NTR1 ag	NTR1 ag cell count 20 µM	K1F lysis inhibition	KOR beta-arrestin-1	GPR55 activation	KOR beta-arrestin-2	GPR55 antagonists
- O=C(O)c1c(N2CCCCC2)ccc([N+](=O)[O-])c1N1CCCCC1
 : -12%	-3%	-2%	1.9	67	-0.2%	25%	0.2%	-3.2%	7%
- Cc1ccc(N2CC(C(=O)Nc3ncc([N+](=O)[O-])s3)CC2=O)cc1 (stereo not drawn)
 : 3%	6%	-1%	0.4	64	-3.1%[50 µM]	-18%	-0.1%	0.5%	-14%
- O=C(CN1CCCCCC1)N/N=C/c1ccc(Cl)c(Cl)c1
 : 17%	-14%	18%	0.3	36	5.0%	21%	-0.4%	-2.1%	0%
- COc1cccc(CNC(=O)CCC2CCCN(C(=O)c3ccoc3C)C2)c1 (stereo not drawn)
 : 7%	1%	-13%	-0.3	57	0.7%	-16%	-0.3%	2.3%	-5%
- O=C(O)CNC(=O)c1ccc(NS(=O)(=O)c2ccc3ccccc3c2)cc1
 : 3%	-5%	-48%	-0.7	49	-0.1%	-14%	0.6%	4.1%	5%
- O=C(N/N=C/c1ccc(Br)s1)c1ccco1
 : 6%	-9%	-3%	0.4	51	-1.5%	-12%	-0.1%	-0.4%	6%
- Oc1c(N=NC(=S)Nc2ccccc2F)c2ccccc2n1Cc1ccc(F)cc1
 : -11%	-15%	7%	1.6	34	-0.6%	5%	1.3%	-3.4%	0%
- Cc1ccc(Cl)cc1NC(=O)C[n+]1ccc(Cc2ccc([N+](=O)[O-])cc2)cc1
 : -5%	-11%	-22%	-0.5	49	0.7%	20%	-0.4%	-2.7%	11%
- CC12CCC(C(=O)NCc3ccccc3)(OC1=O)C2(C)C (stereo not drawn)
 : 4%	0%	1%	-1.7	9	5.8%	-7%	0.5%	3.1%	1%
- CC(C)(C)c1ccc(OCC(=O)Nc2ccncc2)c(Br)c1
 : 9%	28%	27%	15	62	-0.8%	-69%	-0.1%	1.9%	0%
- CC(C(=O)N1CCCCCC1)N(c1ccc(Cl)cc1)S(C)(=O)=O (stereo not drawn)
 : -2%	14%	-23%	-0.1	66	0.1%	-68%[20 µM]	-0.3%	-0.6%	5%
- O=C(O)COc1ccc2oc3c(c2c1)CCCC3
 : 2%	2%	-13%	-0.5	60	0.2%	17%	0.3%	-2.3%	10%
- COc1cc2ccccc2cc1C(=O)OCC(=O)NC1CCS(=O)(=O)C1 (stereo not drawn)
 : -13%	0%	-14%	-0.3	56	0.2%	8%	0.1%	-5.4%	-11%
- CC(=O)Nc1ccc(NC(=O)C2CCC(N3C(=O)C4C5C=CC(C6CC56)C4C3=O)CC2)cc1 (stereo not drawn)
 : 14%	16%	-6%	0.5	44	0.5%	16%	0.3%	0.8%	-8%
- CCOC(=O)c1c(C)[nH]c(C)c1S(=O)(=O)N1CCCCC1
 : -2%	-5%	-24%	0.5	57	0.6%	-10%	-0.1%	-2.0%	18%
- COc1cccc(C(=O)CSc2nc3ccccc3n2CC(=O)N2CCOCC2)c1
 : 1%	-8%	-14%	1.1	85	i	x	-1.0%	x	-4%
- O=C(O)/C(=C\c1ccc(Cl)cc1)c1ccc(F)cc1
 : 1%	-8%	-32%	0.6	60	0.2%	-26%	0.1%	-0.7%	-8%
- COc1ccc(Br)cc1C1NC(=O)NC(C)=C1C(=O)N(C)C (stereo not drawn)
 : 6%	-1%	-11%	1.9	89	-0.3%	0%	-0.1%	-2.0%	2%
- O=c1c2ccccc2nc2c3ccccc3c3nncn3n12
 : 4%	-5%	-43%	x	x	-0.4%	-7%	-0.2%	-4.3%	2%
- COCCCN1C(=O)c2[nH]nc(-c3ccccc3O)c2C1c1cccc(Cl)c1 (stereo not drawn)
 : 3%	20%	17%	2.3	81	-0.8%	-27%	-0.5%	2.4%	-12%
- COc1cccc(N2CCN(c3ccc([N+](=O)[O-])cn3)CC2)c1
 : 11%	1%	18%	1.3	54	0.0%	-4%	0.6%	-1.3%	-16%
- COCCNC(=O)C(c1ccc(O)cc1)N(Cc1ccccc1)C(=O)CCC(=O)Nc1nccs1 (stereo not drawn)
 : 10%	11%	-27%	1.6	55	-0.2%	-66%	-0.2%	2.2%	3%
- CCOCCCNC(=O)C1CC(=O)N(CCc2ccccc2)C1 (stereo not drawn)
 : 5%	6%	-12%	-1.3	76	0.3%	-18%	-0.3%	-0.7%	6%
- CCOC(=O)C1(CC)NC(c2ccc(N(C)C)cc2)C2C(=O)N(C)C(=O)C21 (stereo not drawn)
 : 1%	4%	-11%	-2.4	100	-0.4%	-38%	-0.2%	2.4%	-3%
- COC(=O)C(NS(C)(=O)=O)(c1c(C)[nH]c2ccccc12)C(F)(F)F (stereo not drawn)
 : 4%	19%	-11%	-1.1	69	0.5%	-33%	0.0%	1.2%	2%
- COc1ccc(C(=O)NCc2nnc(SC)n2C2CCCCC2)cc1
 : 6%	6%	-16%	-0.8	67	-0.5%	11%	0.8%	-0.8%	3%
- CN(CC(=O)NCCc1ccc(S(N)(=O)=O)cc1)S(=O)(=O)c1ccc(Br)s1
 : 3%	-2%	-11%	-1.0	60	-0.5%	-22%	-0.2%	-3.0%	-2%
- Cc1ccc(-n2c(-c3cccs3)nc3nc4ccccc4nc32)cc1
 : x	7%	-5%	16	51	x	-2%	0.2%	-3.4%	9%
- O=C(CN1CCN(c2ccccn2)CC1)Nc1ccc(F)c(F)c1
 : 1%	7%	-3%	-1.6	92	-0.1%	-41%	0.0%	-2.0%	-13%
- CC(=O)N1C(c2ccccc2O)C[C@]2(C)CC(=O)NC12 (stereo partly drawn)
 : x	2%	-16%	-0.2	42	x	-48%[20 µM]	-0.1%	-2.1%	4%

More structures.
Compound	Rac1 GTP hydrolysis	GPR35 antagonists	NOD1 inhibition	NTR1 ag	NTR1 ag cell count 20 µM	K1F lysis inhibition	KOR beta-arrestin-1	GPR55 activation	KOR beta-arrestin-2	GPR55 antagonists
O=C(Nc1nnc(-c2ccc3c(c2)CCCC3)o1)C1CCCCC1	-2%	13%	23%	0.8	75	-0.8%	3%	-0.1%	7.5%	2%
NNc1ccc2nncn2n1	-16%	-7%	-2%	-0.5	42	-0.4%	14%	0.5%	2.8%	1%
Cc1ccc(CC2CC(=O)N(c3ccc4c(c3)OCCO4)C2=O)cc1 (stereo not drawn)	5%	12%	-18%	1.0	60	0.1%[50 µM]	-2%	-0.1%	11%	2%
c1ccc(N2CCN(c3nc4ccccc4[nH]3)CC2)nc1	-3%	11%	4%	-2.1	52	0.4%	-3%	-0.5%	-1.5%	3%
O=C(CCn1nc(-c2ccc(Cl)cc2)ccc1=O)N1CCOCC1	-2%	13%	24%	2.7	44	0.0%	-21%	-0.1%	-3.6%	2%
CCCC(=O)Nc1ccc(Cl)c(NC(=O)c2cccnc2Cl)c1	1%	6%	18%	0.4	46	-0.4%	-29%	-0.1%	5.6%	-24%
CC(C)NC(=O)C1CCN(C2CCN(Cc3nc4ccccc4s3)CC2)CC1	3%	4%	-46%	2.8	46	0.1%	-10%	-0.2%	-0.2%	6%
CC(C)=C1C2CCC1C1C(=O)N(NC(=O)COc3ccc(C(C)(C)C)cc3)C(=O)C21 (stereo not drawn)	6%	-9%	-5%	2.2	56	4.4%	-22%	0.0%	2.7%	5%
CN(C(=O)COC(=O)c1ccc(Cl)cc1N)C1CCS(=O)(=O)C1 (stereo not drawn)	11%	6%	7%	2.3	38	0.4%	2%	0.3%	-1.4%	-15%
Cc1ccc(C(=O)Nc2nnc(Cc3ccccc3)s2)cc1	4%	-1%	3%	-0.5	56	0.1%	-12%	0.3%	-4.6%	12%
CCCNS(=O)(=O)c1ccc(CCC(=O)NCc2cccnc2)cc1	5%	0%	-5%	-0.4	60	0.4%	38%	0.2%	-1.7%	-9%
CCC(CC)NC(=O)CSc1nnc(-c2c[nH]c3ccccc23)o1	9%	-2%	-37%	1.5	78	-0.1%	-8%	-0.3%	-7.5%	15%
C=CCN(CC(=O)Nc1c(C)cccc1CC)C(=O)SCCC	9%	3%	-13%	0.1	30	0.1%	-10%	0.2%	-0.2%	11%
CCNc1ccc(N=Nc2c(C)n(C)n(-c3ccccc3)c2=O)cc1	x	-8%	18%	-0.4	25	x	-14%	-0.3%	-1.3%	8%
O=C(NCCCn1ccnc1)c1cc(-c2cccc(O)c2)on1	2%	-6%	-14%	-0.9	74	0.2%	4%	0.3%	1.4%	17%
Cc1cc(C(=O)N/N=C/c2ccccn2)c2ccccc2n1	9%	1%	-20%	-1.2	52	0.4%	-24%	0.0%	-0.9%	8%
Cc1cc(C)c(S(=O)(=O)NCC(=O)O)cc1C	-2%	7%	-6%	-1.1	57	7.4%	8%	0.6%	0.9%	-12%
CCSc1nnc(-c2ccc(S(=O)(=O)N3CCOCC3)cc2)n1CC1CCCO1 (stereo not drawn)	7%	1%	-7%	-1.1	76	0.4%	18%	-0.3%	-9.3%	2%

Ordered by the number under GPR55 antagonists (rising): some entries from above
molecule	GPR55 antagonists
CC(=O)N1C(c2ccccc2O)C[C@]2(C)CC(=O)NC12 (stereo partly drawn)	4%
O=C(O)CNC(=O)c1ccc(NS(=O)(=O)c2ccc3ccccc3c2)cc1	5%
Cc1ccc(Cl)cc1NC(=O)C[n+]1ccc(Cc2ccc([N+](=O)[O-])cc2)cc1	11%
